RNase H inhibition – RNase H inhibition, HIV 1 Gag Pol polyprotein, FRET biochemical assay, screening (AID 372). HIV-1 RT RNase H, FRET RNA/DNA substrate fluorescence; higher % means a stronger effect. 100,000 compounds, 0.77% hits. one-dose inhibition, % at 10 µM; IC50 in µM for titrated hits; in the data active = inhibition above about 50%
The depositor's hits bear a star.

SMILES	RNase H inhibition
Cc1ccccc1-c1noc(-c2cccs2)n1	21%
CCCc1cc(=O)oc2cc(OCC(=O)c3ccccc3)ccc12	3%
CC(=O)c1ccc(N2C(=O)C3C(C2=O)C2(C)c4ccccc4C3(C)c3ccccc32)cc1 (configuration not stated)	14%
CC(=O)c1ccc(NC(=S)NC(NC(=O)c2cccc(C)c2)C(Cl)(Cl)Cl)cc1 (configuration not stated)	9%
COc1ccc(C2C(C#N)=C(N)OC3=C2C(=O)CCC3)cc1C (configuration not stated)	2%
O=C(CCc1ccccc1)Nc1ccc(Br)cn1	12%
CCOc1ccc(N2C(=O)NC(=O)/C(=C/c3cccc(OC)c3)C2=O)cc1	0%
CC(C)CCn1c2ccccc2c2cc(CC(=O)O)ccc21	3%
COc1cccc(-c2nc(Cc3ccc(Cl)cc3)no2)c1	8%
O=C(Nc1ccc(OCC(=O)N2CCOCC2)cc1)c1ccccc1F	9%
CCOc1ccc(NC(=O)C2=C(C)NC(=S)NC2c2ccc(C)cc2)cc1 (configuration not stated)	0%
O=C(Nc1ccc(-c2nc3ccccc3o2)c(O)c1)c1ccc(Cl)cc1	49%
COc1ccc(NC(=S)NC(=O)c2ccccc2Br)c(OC)c1	13%
O=C1c2ccc(-c3nc4ccccc4c(=O)o3)cc2C(=O)N1c1ccccn1	4%
O=C(NC(=S)Nc1ccc(Cl)cc1Cl)c1ccc(Cl)cc1	9%

Brought forward from above: 4 compounds, then new ones.
SMILES	RNase H inhibition
O=C(Nc1ccc(-c2nc3ccccc3o2)c(O)c1)c1ccc(Cl)cc1	49%
COc1ccc(NC(=S)NC(=O)c2ccccc2Br)c(OC)c1	13%
O=C1c2ccc(-c3nc4ccccc4c(=O)o3)cc2C(=O)N1c1ccccn1	4%
O=C(NC(=S)Nc1ccc(Cl)cc1Cl)c1ccc(Cl)cc1	9%
CCN(CC)C(=O)CSc1nc2ccc([N+](=O)[O-])cc2s1	1%
Cc1cccc(OCC(=O)Nc2ccc(S(=O)(=O)Nc3ncccn3)cc2)c1	0%
CCN(CC)S(=O)(=O)c1ccc(NC(=O)COc2ccc(Cl)cc2)cc1	11%
CCOc1ccc(N2C(=O)C(O)=C(C(=O)/C=C/c3ccccc3)C2c2ccccc2[N+](=O)[O-])cc1 (configuration not stated)	4%
Cc1ccc2[nH]c3c(c2c1)CCCC3NCc1ccc(F)cc1 (configuration not stated)	18%
CCc1ccccc1NC(=O)CC1Sc2ccccc2NC1=O (configuration not stated)	0%
COc1ccccc1C1Nc2ccccc2NC2=C1C(=O)CCC2 (configuration not stated)	5%
Cc1onc(-c2ccccc2Cl)c1C(=O)O	15%
Cc1ccc(S(=O)(=O)Nc2ccc(S(=O)(=O)NC(=O)C(C)C)cc2)cc1	6%
CCOc1ccc(NC2=CC(=O)CC(c3ccc(Cl)cc3)C2)cc1 (configuration not stated)	9%
COc1cccc(OCCOc2cccc(/C=c3\sc4nc5ccccc5n4c3=O)c2)c1	9%
Cc1ccc(C)c(C(=O)c2ccccc2C(=O)O)c1	0%
CCSCCOC(=O)C1=C(C)N(C)C(=O)NC1c1ccccc1Cl (configuration not stated)	0%
CCOC(=O)c1c(NC(=O)C2COc3ccccc3O2)sc(C)c1C (configuration not stated)	17%
O=C(/C=C/c1ccc(F)cc1)N1CCN(c2ccccc2)CC1	18%

Molecules shown so far that have two or more sulfur atoms, in the order listed:
SMILES	RNase H inhibition
CCN(CC)C(=O)CSc1nc2ccc([N+](=O)[O-])cc2s1	1%
Cc1ccc(S(=O)(=O)Nc2ccc(S(=O)(=O)NC(=O)C(C)C)cc2)cc1	6%

Continued.
SMILES	RNase H inhibition
Cc1ccccc1OCC(=O)O/N=C(\N)Cc1cccs1	4%
O=C(N/N=C/c1c[nH]c2ccccc12)c1ccccc1[N+](=O)[O-]	3%
CC1(C)Cc2ccccc2C(Sc2ccc(N)cc2)=N1	24%
O=C(Cc1ccc(Br)cc1)N1CCc2ccccc2C1	1%
COc1ccc(OCCCOc2ccccc2Br)cc1	12%
COc1cccc(C2Nc3ccc4ccccc4c3C3=C2C(=O)CC(C)(C)C3)c1OC (configuration not stated)	12%
CCOc1ccc(/C=N/NC(=O)c2ccc(-c3ccccc3)cc2)cc1	10%
CC1(C)C(=O)N(Cc2ccc(Cl)c(Cl)c2)c2ccccc2N1C(=O)c1ccc([N+](=O)[O-])cc1	9%
COCCCNC(=O)c1c(-c2ccccc2Cl)noc1C	3%
CCc1ccc(N=C2NC(=O)/C(=C/C(=O)OC)S2)cc1	12%
CCOC(=O)C(Cc1cccc([N+](=O)[O-])c1)SC#N (configuration not stated)	4%
CCOC(=O)C1=C(C)N=c2s/c(=C\c3ccccc3OC)c(=O)n2C1c1ccc(OC)c(OC)c1 (configuration not stated)	0%
CCCOc1cccc(C(=O)Nc2cccc(Cl)c2C)c1	17%
COC(=O)c1c(NC(=O)c2cc3ccccc3oc2=O)sc2c1C(C(=O)OC)CC2 (configuration not stated)	10%
O=C(CSc1ccccc1)N/N=C/c1c(Cl)cccc1Cl	15%
CCC/C(O)=C1\C(=O)CC(C)(C)CC1=Nc1ccc([N+](=O)[O-])cc1	13%
CN1C(=O)N(C)C2(c3ccccc3)N(N)C(N)=NC12c1ccccc1 (configuration not stated)	1%
CC12C=CC(O1)C1C(=O)N(c3ccc(Cl)cc3)C(=O)C12 (configuration not stated)	5%
CC(=O)Nc1ccc(C2NC(=O)NC3=Nc4ccccc4SC(c4ccccc4)=C32)cc1 (configuration not stated)	2%
COCCOC(=O)c1c(C)oc2ccc(OC(=O)c3sc4ccccc4c3Cl)cc12	10%
O=C(ON1C(=O)c2ccccc2C1=O)c1ccc([N+](=O)[O-])cc1	1%
CCCC1=C(C(=O)OCC)C(c2ccccc2OC)NC(=O)N1 (configuration not stated)	4%
CCOc1ccc(C(=O)Nc2ccccc2OC)cc1Cl	18%
O=C(/C=C/c1ccccc1)Nc1ccc(S(=O)(=O)N2CCCCCC2)cc1	22%
CN1C(=O)NC(=O)/C(=C\c2ccc(N3CCCC3)cc2)C1=O	41%
CC(=O)Nc1ccc(C(=O)Nc2ccc(C(C)C)cc2)cc1	0%
Oc1[nH]c2ccc(Cl)cc2c1N=Nc1ccnc2cc(Cl)ccc12	11%
CCOC(=O)N1CCN(CC(O)COc2ccc(C)cc2C(C)(C)C)CC1 (configuration not stated)	12%
CCOC(=O)c1c(NC(=O)c2ccc(C)cc2Cl)sc2c1CCCC2	8%
CC(=O)C1=C(O)C(=O)N(Cc2ccccc2)C1c1ccccc1 (configuration not stated)	4%
Cc1cccc(/C=C2\C(=O)NC(=O)N(c3cccc(Br)c3)C2=O)c1	10%
COc1ccc(C2CC(=O)C3=C(C2)Nc2ccccc2NC3c2c(F)cccc2F)cc1 (configuration not stated)	0%
CCOC(=O)c1ccc(NC(=S)NC(=O)c2ccccc2F)cc1	7%
O=C(/C=C/c1ccc(-c2ccccc2[N+](=O)[O-])o1)c1ccc(Cl)cc1	11%
CCOCCOC(=O)C1=C(C)NC2=C(C(=O)CC(c3ccc(OC)cc3)C2)C1c1ccc([N+](=O)[O-])cc1 (configuration not stated)	17%
CCc1cccc(CC)c1NC(=O)CSc1nc2ccc(NC(=O)c3ccccc3C)cc2s1	16%
COc1ccc(C(=O)Nc2ccc(Br)cc2C)cc1OC	0%
CCSC1=NCN(CCCC(=O)O)CN1	15%
CCOC(=O)/C=C(\C)Nc1nc(S(=O)(=O)c2ccc(C)cc2)c(Cl)s1	5%
O=[N+]([O-])c1ccc(CN2CCN(Cc3ccc4c(c3)OCO4)CC2)s1	6%
CCOc1ccc(OCCOCCOc2ccccc2)cc1	8%
CC(=O)C1=C(O)C(=O)N(c2ccc(C)cc2)C1c1ccc(N(C)C)cc1 (configuration not stated)	15%
O=C(NC(=S)Nc1cc(-c2nc3ccccc3s2)ccc1Cl)c1ccc(F)cc1	9.1µM*
COc1cccc2cc(-c3nnc(NCc4ccccc4)s3)c(=O)oc12	2%
O=C1CC(c2ccccc2)CC(O)=C1C=NCCN1CCNCC1 (configuration not stated)	0%

Two compounds picked at random from the list so far:
SMILES	RNase H inhibition
CCOC(=O)/C=C(\C)Nc1nc(S(=O)(=O)c2ccc(C)cc2)c(Cl)s1	5%
CCc1cccc(CC)c1NC(=O)CSc1nc2ccc(NC(=O)c3ccccc3C)cc2s1	16%

Continued.
SMILES	RNase H inhibition
O=C(Nc1ccc(O)cc1)c1ccc(-c2ccccc2)cc1	1%
CCCCC1CCC(c2noc(-c3ccc([N+](=O)[O-])cc3)n2)CC1 (configuration not stated)	31%
COc1ccc(CN2CCN(Cc3ccncc3)CC2)cc1	1%
C/C(Cn1nnc([N+](=O)[O-])n1)=N\NC(=O)c1ccc(O)cc1	6%
O=C(CCC1CCCC1)NCc1cccnc1	2%
Nc1nc(N)nc(-c2ccc(Oc3ccccc3)cc2)n1	0%
O=C(O)CCC(=O)Nc1ccc(Cl)cn1	6%
CCOc1ccccc1N(CC(=O)Nc1ccc(C)c(Cl)c1)S(=O)(=O)c1ccc(C)cc1	0%
O=C(Nc1ccc2oc(-c3ccc(F)cc3)nc2c1)c1ccccc1[N+](=O)[O-]	9%
COc1ccc(NC(=O)CSc2nc3ccc(N4C(=O)c5ccccc5C4=O)cc3s2)c([N+](=O)[O-])c1	45%
COc1cccc(C(=O)NC(=S)Nc2ccc3oc(-c4cccc(C)c4)nc3c2)c1	12%
O=C(Nc1ccc(-c2ccc(NC(=O)c3ccc([N+](=O)[O-])cc3)c(Cl)c2)cc1Cl)c1ccc([N+](=O)[O-])cc1	7%
O=C(NCCN1CCN(S(=O)(=O)c2ccc3ccccc3c2)CC1)C(=O)Nc1ccccc1	0%
CC1=C([N+](=O)[O-])C(c2ccccc2Cl)NC(=O)N1C (configuration not stated)	5%
Fc1cccc(C=Nn2c(-c3ccc(Cl)cc3Cl)n[nH]c2=S)c1	46%
Cc1ccc2oc(-c3ccc(C)c(NC(=O)c4cc([N+](=O)[O-])ccc4Cl)c3)nc2c1	10%
COC(=O)c1cc(NC(=O)c2ccc(C(C)(C)C)cc2)cc(C(=O)OC)c1	25%
O=C(c1nn2c(C(F)(F)F)cc(-c3cccs3)nc2c1Br)N1CCCCCC1	11%
O=C(NCCOCc1ccccc1)c1ccccc1I	0%
COc1cc2c(NCc3ccco3)cc(O)c(CC(=O)Nc3ccc(Cl)cc3)c2cc1OC	14%
Cc1ccc(-c2nc3cc(Cl)ccc3o2)cc1NC(=O)c1ccc([N+](=O)[O-])cc1Cl	12%
COc1cc(/C=C2/SC(=S)NC2=O)ccc1OCCOCCOc1ccc(C)cc1	20%
Cc1c(OCc2ccc(C(=O)O)cc2)ccc2c3c(c(=O)oc12)CCC3	0%
O=[N+]([O-])c1ccc(OCCCCCCN2CCCCC2)cc1	15%
Cn1c(O)c(N=NC(=S)NC2CCS(=O)(=O)C2)c2ccccc21 (configuration not stated)	15%
COc1ccc(N(CC(=O)Nc2ccccc2Cl)S(=O)(=O)c2ccccc2)cc1	1%
CCCCOC(=O)C1=C(C)NC2=C(C(=O)CC(C)(C)C2)C1c1cccc(Cl)c1 (configuration not stated)	2%
O=C(/C=C/c1ccc(F)cc1)Nc1ccc(F)c([N+](=O)[O-])c1	15%
COc1cc(/C=C2\SC(=S)N(Cc3ccccc3)C2=O)cc(OC)c1O	28%
COc1cc(OC)c(NC(=O)c2cccnc2)cc1Cl	0%
COc1ccc(-c2nc3c(n2O)CCc2nonc2-3)cc1OC	9%
COc1ccc([N+](=O)[O-])cc1NCc1ccco1	0%
COc1ccc(-n2c(C)c(C(=O)c3ccccc3)c3cc(O)c4c(c(-c5ccccc5)nn4-c4ccccc4)c32)cc1	34%
COc1ccc(/C=N/n2cnc3sc4c(c3c2=O)CCCC4)c(OC)c1	13%
CCC(CO)NC1=C(Cl)C(=O)c2ccccc2C1=O (configuration not stated)	14%
O=C1C2C(C(=O)N1/N=C/c1ccc([N+](=O)[O-])cc1)C1C=CC2C12CC2 (configuration not stated)	7%
N#C/C(=C\c1cccc(O)c1)C(=O)NC1CCCCC1	8%
O=C1/C(=C/c2ccc(-c3ccc([N+](=O)[O-])cc3)o2)SC(=S)N1Cc1ccco1	24%
CCC1=NN(C(=O)c2cccc(Br)c2)C(O)(c2ccc(C)cc2)C1 (configuration not stated)	16%
Cc1ccccc1NC(=O)CCCC(=O)OCC(F)(F)C(F)F	9%
COc1ccc(Br)cc1C(=O)Nc1ccc(NC(=O)c2cccs2)cc1	13%

A draw from above in order of length of the SMILES, high to low:
SMILES	RNase H inhibition
O=C1C2C(C(=O)N1/N=C/c1ccc([N+](=O)[O-])cc1)C1C=CC2C12CC2 (configuration not stated)	7%
CCC1=NN(C(=O)c2cccc(Br)c2)C(O)(c2ccc(C)cc2)C1 (configuration not stated)	16%
COc1ccc(/C=N/n2cnc3sc4c(c3c2=O)CCCC4)c(OC)c1	13%
COc1ccc(Br)cc1C(=O)Nc1ccc(NC(=O)c2cccs2)cc1	13%
N#C/C(=C\c1cccc(O)c1)C(=O)NC1CCCCC1	8%
COc1ccc([N+](=O)[O-])cc1NCc1ccco1	0%

The list is partial, so the mix of outcomes need not match the whole.
